Source: PubChem
MBNL1 CUG block – qHTS Assay for Inhibitors of MBNL1-poly(CUG) RNA binding | Potency, µM (titrated, usually from 57.5 µM), without a hit: at the top dose activity change, negative = inhibition, usual class: inhibitors | hit rate 0.036% among 280,000 | TR-FRET MBNL1-His/biotin-(CUG)12 binding, 665/545 ratio | AID 2675, 2010; active means well fitted inhibition curve with a large enough effect in the signal ratio, with a control signal flat, not every such curve was filed as active; inconclusive means small, poorly fitted or top-dose-only effect, or effect the other way, or a change in a side signal; inactive means no such curve, though single readings can be large or run the other way; the % refers to the signal ratio; further: potency means the concentration at half of the fitted maximal effect; on the % scale 0 is the no-effect control and ±100 the full control effect
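Compound titration spanned 92 nM–58 uM against the MBNL1-His/biotin-(CUG)12 complex. After 60 min at room temperature with 5 nM streptavidin-XL665 and 0.055 ng/ul terbium anti-His, ratiometric 665/545 nm emission (Ex 340 nm) normalized to controls.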
Menin-MLL TR inh – qHTS Assay for Inhibitors Targeting the Menin-MLL Interaction in MLL Related Leukemias: Competition With Texas Red Labeled MLL-derived Mutant Peptide; Menin + Texas Red MLL mutant peptide, fluorescence polarization; AID 1768, 2009; Potency, µM (doses to about 61.6 µM), inactives show at the top dose FP activity change, negative = inhibition, most hits filed as inhibitors; hit rate 0.23% among 270,000; O00255; active means well fitted inhibition curve with a large enough effect in the polarisation, with a control signal flat, not every such curve was filed as active; inconclusive means small, poorly fitted or top-dose-only effect, or effect the other way, or a change in a side signal; inactive means no such curve, though single readings can be large or run the other way; the % refers to the polarisation; further: potency means the concentration at half of the fitted maximal effect; % of control where 0% means no effect; many of its hits are not listed in these tables
Target sequence (O00255 whole entry, looked up): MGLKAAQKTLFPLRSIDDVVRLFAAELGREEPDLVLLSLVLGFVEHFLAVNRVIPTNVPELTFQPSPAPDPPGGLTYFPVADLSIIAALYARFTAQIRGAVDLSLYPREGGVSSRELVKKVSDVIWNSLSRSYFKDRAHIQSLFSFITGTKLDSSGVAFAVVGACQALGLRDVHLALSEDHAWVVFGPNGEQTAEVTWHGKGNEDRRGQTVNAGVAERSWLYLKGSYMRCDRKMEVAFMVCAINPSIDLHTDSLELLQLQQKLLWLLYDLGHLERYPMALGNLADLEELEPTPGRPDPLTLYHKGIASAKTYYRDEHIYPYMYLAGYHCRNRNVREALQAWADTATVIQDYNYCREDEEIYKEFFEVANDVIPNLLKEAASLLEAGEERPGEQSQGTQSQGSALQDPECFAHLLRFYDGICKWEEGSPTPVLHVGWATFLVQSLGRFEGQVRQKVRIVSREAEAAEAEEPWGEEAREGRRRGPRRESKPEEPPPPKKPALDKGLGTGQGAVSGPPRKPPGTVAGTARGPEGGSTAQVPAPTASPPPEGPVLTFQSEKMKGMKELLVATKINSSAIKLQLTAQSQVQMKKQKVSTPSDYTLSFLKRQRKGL
Integrin act MD – qHTS for Activators of Integrin-Mediated Alleviation for Muscular Dystrophy; alpha7betagal myoblasts, beta-gal FDG fluorescence, 48 h; Potency, µM (highest dose often 38.3 µM), inactives show at the top dose activation, usual class: activators; hit rate 0.064% among 350,000; AID 624291, 2012;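 further: potency means the concentration at half of the fitted maximal effect; 100% = response of the positive control SU9516; nearly all actives have a fitted effect of over 60% in size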
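alpha7betagal+/- myoblasts (passage 13, 250/well) treated 48 h at 37C with compounds at 1:260 dilution of DMSO stock. Lysed, then beta-galactosidase activity read as FDG fluorescence (ex 480/em 540) after 30 min, with pre-read for autofluorescence.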
A-T KAP1 phos – qHTS Assay for Identifying a Potential Treatment of Ataxia-Telangiectasia | hit rate 0.19% among 320,000 | Potency, µM (top dose mostly 57.5 µM), without a hit: at the top dose activation, hits mostly activators | AID 485349, 2010 | […] A-T fibroblasts, KAP-1 phosphorylation AlphaLISA; neocarzinostatin DNA damage 30 min before lysis; further: potency means the concentration at half of the fitted maximal effect; % of control where 0% means no effect; nearly all actives have a fitted effect of over 45% in size
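ATM-like activity read as KAP-1 phosphorylation via AlphaLISA donor/acceptor antibody pairs after lysis and 6 hr at 25C. Cells were ATM-null patient fibroblasts ([…], hTERT), dosed 60 min, then exposed to the DSB inducer NCS for 30 min.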
CXXC DNA block – qHTS Fluorescence Polarization Assay for Inhibitors of MLL CXXC domain - DNA interaction | Histone-lysine N-methyltransferase 2A (Homo sapiens), Q03164 | Potency, µM (series often up to 115 µM), for inactives: top-dose activity change, negative = inhibition, most hits filed as inhibitors | hit rate 0.037% among 290,000 | AID 2662, 2010 | MLL-CXXC / FITC-HOXA9 DNA fluorescence polarization; active means well fitted inhibition curve with a large enough effect in the polarisation, with a control signal flat, not every such curve was filed as active; inconclusive means small, poorly fitted or top-dose-only effect, or effect the other way, or a change in a side signal; inactive means no such curve, though single readings can be large or run the other way; the % refers to the polarisation; further: potency means the concentration at half of the fitted maximal effect
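Fluorescence polarization: 7 uM MLL-CXXC (stock) preincubated 5 min with compounds, then 50 nM fluorescein-HOX-A9 DNA (stock) added; 30 min ambient. Buffer 50 mM Tris-HCl pH 7.5, 50 mM NaCl, 1 mM DTT, 0.05% BSA.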
TCR act – Activators of T cell receptors: qHTS campaign; primary human leukocytes, anti-CD3, IL-2 HTRF, 48 h; Potency, µM (series often up to 9.22 µM), inactives show top-dose activation of IL-2 secretion, most hits filed as activators; 330,000 tested, under 10 active; further: % of control where 0% means no effect
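Readout: HTRF IL-2, Eu-cryptate/d2 antibody pair, 320nm excitation, 665nm emission. Stimulus: a-CD3 beads, no co-stimulation. Cells: primary human leukocytes. Exposure: 48 hr with compound.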
TSG101-PTAP inh – qHTS Assay for Iinhibitors of HIV-1 Budding by Blocking the Interaction of PTAP/TSG101; Tumor susceptibility gene 101 protein (Homo sapiens), Q99816; AID 493005, 2010; 340,000 tested, under 10 active; Potency, µM (doses to about 115 µM), for inactives: at the top dose activity change, negative = inhibition, most hits filed as inhibitors; Fluorescence polarization, FITC-PTAP peptide / Tsg101 binding; active means well fitted inhibition curve with a large enough effect in the main read-out, with a control signal flat, not every such curve was filed as active; inconclusive means small, poorly fitted or top-dose-only effect, or effect the other way, or a change in a side signal; inactive means no such curve, though single readings can be large or run the other way; further: potency means the concentration at half of the fitted maximal effect; % of control where 0% means no effect
Target sequence (Q99816 whole entry, looked up): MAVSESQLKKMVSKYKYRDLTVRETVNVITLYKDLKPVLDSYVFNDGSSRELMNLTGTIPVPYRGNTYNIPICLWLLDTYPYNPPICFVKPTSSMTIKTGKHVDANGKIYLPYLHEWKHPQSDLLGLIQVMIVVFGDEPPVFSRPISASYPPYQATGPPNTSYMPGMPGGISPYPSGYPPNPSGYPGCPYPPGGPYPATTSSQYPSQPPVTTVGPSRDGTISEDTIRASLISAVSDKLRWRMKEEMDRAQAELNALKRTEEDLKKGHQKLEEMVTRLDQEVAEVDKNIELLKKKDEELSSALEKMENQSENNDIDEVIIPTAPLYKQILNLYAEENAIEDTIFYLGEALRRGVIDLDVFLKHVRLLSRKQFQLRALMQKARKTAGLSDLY
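FP read-out: FITC-PTAP peptide, 50 nM final, binding Tsg101 binding domain, 10 uM final; 20 min, r.t.; 10 mM HEPES pH 7.5, 0.15 M NaCl, 0.01% Tween 20, 3 mM EDTA, 0.1 mM TCEP.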
Mito fusion yeast – qHTS Assay for Small Molecule Inhibitors of Mitochondrial Division or Activators of Mitochondrial Fusion; hit rate 0.23% among 320,000; AID 485298, 2010; S. cerevisiae fusion-defective mutant growth rescue, CellTiterGlo 48 h; Potency, µM (top dose mostly 46.1 µM), without a hit: at the top dose growth rescue (activation), most hits filed as activators;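 further: potency means the concentration at half of the fitted maximal effect; % of control where 0% means no effect; nearly all actives have a fitted effect of over 45% in size; temperature-sensitive fusion mutants such as fzo1-1 at 37 °C on non-fermentable ethanol glycerol medium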
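Luminescent cell viability in 1536-well qHTS format served as the measure of rescued growth in ts fusion-mutant S. cerevisiae cultured on non-fermentable YPEG for 48 hours at 37C.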
TSHR antagonist – Antagonists of the Thyroid Stimulating Hormone Receptor: HTS campaign. TSHR-expressing cells, TSH-stimulated cAMP HTRF, 2 h; active compounds read low. activity change, negative = inhibition, % at 11.5 µM. hit rate 0.2% among 330,000;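 active means activity change below a set negative limit, meaning inhibition stronger than a set level, cut at about -70% in these data; inconclusive means activity change between two set negative limits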; further: on the % scale 0 is the no-effect control and ±100 the full control effect
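Inhibition of cAMP made by TSHR-expressing cells under TSH stimulation (4nM final, EC80; 2 h, 37 deg C) is quantified with a one-step lysis HTRF kit, anti-cAMP cryptate versus cAMP-d2.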
S-ASM inh – Inhibitors of Secretory Acid Sphingomyelinase (S-ASM): qHTS | Potency, µM (top dose mostly 57.5 µM), without a hit: top-dose activity change, negative = inhibition, usual class: inhibitors | AID 504937, 2011 | hit rate 0.006% among 340,000 | Sphingomyelin phosphodiesterase (Homo sapiens), P17405 | placental ASM, HMU-PC fluorogenic substrate, 60 min; further: potency means the concentration at half of the fitted maximal effect
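Fluorogenic HMU-PC substrate (9 uM final) is turned over by placental ASM in 60 min at 37 C after a 10 min compound preincubation. Reaction ended by alkaline stop (pH 10), with fluorescence read at 386/447 nm.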
The depositor's hits bear a star; ? = inconclusive; . = no result given; & = joins results of further samples; [ ] = remark or other dose. Unless noted, the call rests on the fitted dose curve; in most records, active means well fitted curve in the direction sought with a large enough effect; inconclusive means small, poorly fitted or top-dose-only effect, or another doubt; inactive means no such curve, though single readings can be large; an effect the other way counts as inactive or inconclusive. These rows are one share of the data; count on the stated rates, not on these rows.

SMILES	MBNL1 CUG block	Menin-MLL TR inh	Integrin act MD	A-T KAP1 phos	CXXC DNA block	TCR act	TSG101-PTAP inh	Mito fusion yeast	TSHR antagonist	S-ASM inh
CCCC(=O)NCCc1nc2ccccc2n1CCC	-3%	-5%	18%	10%	3%	-1%	-9%	1%	2	5%
COc1ccc(NC(=O)N2CCCC2C(=O)NCc2ccc(F)cc2)cc1 (stereo not drawn)	-7%	-1%	-3%	1%	-3%	0%[46.1 µM]	-2%	-6%	7	-2%
Cc1ccc(CNC(=O)CCS(=O)(=O)c2ccc3c(c2)CC(C)N3C(=O)C2CC2)o1 (stereo not drawn)	-3%	.	-6%	-13%	-1%	2%	-4%	-1%	2	2%
CNc1c([N+](=O)[O-])cnn1-c1ccccn1	?	6%	6%	0%	-7%	-3%	-2%	4%	3	-1%
Cc1ccc(CN2CC(C(=O)N3CCN(c4ccccc4Cl)CC3)CC2=O)cc1 (stereo not drawn)	.	.	-13%	-3%	.	5%	-4%	-6%	-1	-2%
CCCCCCCCCCOC(=O)Cn1c(COc2ccccc2)[n+](C)c2ccccc21	-5%	?	-42%	2%	0%	1%	-1%	-61%[inhibitor]	-3	?
COc1ccc(/C=c2\s/c(=C\C(=O)C(C)(C)C)[nH]c2=O)cc1O	?	.	-28%	1%	1%	1%	-2%	14%	7	-26%
COC(=O)Cn1c(CN2CCC(Cc3ccccc3)CC2)nc2c1c(=O)n(C)c(=O)n2C	-6%	-1%	12%	13%	-5%	4%	-5%	-7%	-27	-1%
O=C(NC1CCCCC1)c1cnn2c(C(F)(F)F)cc(-c3ccco3)nc12	?	-4%	-28%[7.66 µM]	0%	-1%	.	-3%	2%	-12	49%[activator]
CCc1nnc(NC(=O)c2ccc(-c3ccc(C(C)=O)cc3)o2)s1	.	.	?	-5%	.	3%	-1%	-6%	-25	18%
O=C(NC1CCCC1)c1ccccc1OCc1ccccc1	-5%	?	-7%	-2%	-11%	-1%	-4%	?	-3	-1%
COc1ccc(Oc2cn[nH]c2-c2ccc(O)cc2O)cc1	7%	?	-4%	1%	-10%	-1%	-3%	9%	-11	-2%
CN(C(=O)c1ccc(NC(=O)Cc2ccc([N+](=O)[O-])cc2)cc1)C1CC1	.	.	-4%	-2%	.	6%	-1%	.	-8	0%
CCN1CCN(c2nc(-c3ccncc3)nc3ccccc23)CC1	1%	-28%	.	1%	-28%	.	.	-2%	3	.
CC(=O)c1cccc(CN2CCCCC2C(=O)Nc2ccc(Oc3ccccc3)nc2)c1 (stereo not drawn)	5%	.	1%	11%	-5%	5%	1%	2%	-11	-4%
COc1ccc(-n2cnnc2SCC(=O)Nc2cc(C)on2)cc1	-4%	-9%	-4%	5%	-5%	-1%	-3%	0%	2	0%
N#CC1(NC(=O)COC(=O)c2nccnc2N)CCCCC1	.	.	10%	-2%	.	4%	-4%	0%	-9	487%[activator]
Cc1c(Cc2ccccc2)c(=O)oc2cc(OC(C)C(=O)NCC3CCC(C(=O)O)CC3)c(Cl)cc12 (stereo not drawn)	3%	15%	1%	-10%	-6%	3%	-2%	4%	-3	-3%
CCCN(CCC)C(=O)c1c(NC(=O)CC)sc2c1CCCCC2	4%	-22%	29%	5%	1%	-2%[46.1 µM]	3%	-1%	11	-1%
Cc1ccn(C(=O)c2cc3cc(Cl)ccc3oc2=O)n1	5%	?	7%	2%	-2%	.	.	5%	-1	5%
CCO[C@@H]1OC(C(=O)NCc2ccccc2)=C[C@H](c2csc3ccccc23)[C@H]1CCCO	18%	-4%	10%	-9%	1%	-1%	-4%	11%	-1	-10%
O=C(O)CSc1nnc(-c2cccs2)n1-c1ccc(Cl)cc1	-5%	5%	-10%	-6%	-7%	.	-9%	-8%	0	4%
S=c1[nH]c2cc3ccccc3cc2[nH]1	?	.	-26%	12%&1%	-11%&11%	-26%	-15%	-4%&-3%	15&15	4%
Fc1cccc(NCCc2c[nH]c3ccccc23)n1	-3%	63%[activator]	-20%	1%	-9%	-3%	0%	-7%	1	3%
CC[n+]1c(/C=C2\C=C(C)CC(C)C2)sc2ccccc21 (stereo not drawn)	24%	2%	-64%[inhibitor]	-5%	1%	-2%	-4%	-1%	0	-6%

(continued)
SMILES	MBNL1 CUG block	Menin-MLL TR inh	Integrin act MD	A-T KAP1 phos	CXXC DNA block	TCR act	TSG101-PTAP inh	Mito fusion yeast	TSHR antagonist	S-ASM inh
COc1ccc(-c2cc(Cl)cc3c(=O)c4ccccc4n(C)c23)cc1F	0%	13%	2%	33%	15%	5%	-4%	-9%	14	.
O=C(C[n+]1ccccc1)N/N=C/c1cccc(Cl)c1Cl	19%	0%	-20%	2%	-1%	-2%	-4%	8%	2	-4%
CC(=O)N1CC(=O)N(CC(=O)Nc2ccc(Br)cc2)C1=S	1%	10%	6%	3%	3%	-1%	-2%	-1%	38	1%
O=C(Nc1ccc(Cl)cn1)c1ccccc1F	-11%	-3%	1%	.	-1%	-5%	-3%	1%	.	4%
N#Cc1c(N)n(C2OC(CO)C(O)C2O)c2ncnc(N)c12 (stereo not drawn)	.	.	-52%[inhibitor]	.	.	-2%	-3%	.	.	-1%
CN(C)CCCOc1nc2c(c(=O)n(C)c(=O)n2C)n1C	1%	-1%	9%	7%	-2%	-2%[46.1 µM]	-4%	-3%	-2	4%
Cc1cc(-c2ccccc2)c(C#N)c(=S)[nH]1	.	-14%	-26%	2%	-3%	5%[46.1 µM]	0%	2%	2	7%
C=CCCC(=O)Nc1nc(C)c(-c2csc(Nc3ccc(Cl)cc3Cl)n2)s1	-5%	?	-22%	5%	-3%	-1%	-3%	-8%	10	-26%
COc1cc(NS(=O)(=O)c2ccc(NC(=O)C34CC5CC(CC(C5)C3)C4)cc2)ncn1	2%	?	9%	5%	2%	-12%	-2%	1%	-8	-1%
O=C(CSc1ccc(C(F)(F)F)cc1[N+](=O)[O-])Nc1ccc2ccccc2c1	-8%	?	22%	-5%	0%	-2%[46.1 µM]	0%	-1%	-6	-1%
COc1ccc(-c2cc(C(=O)Nc3c(C)n(C)n(-c4ccccc4)c3=O)no2)cc1	1%	2%	?	-3%	11%	0%	-1%	?	5	5%
CC(=O)Oc1ccc2ccccc2c1C(NC(=O)C(C)C)c1cccc([N+](=O)[O-])c1 (stereo not drawn)	?	.	-34%	-4%	-2%	.	-3%	11%	3	-3%
Cc1ccc(NC(=O)Cn2nc(C(=O)O)c3ccccc3c2=O)c([N+](=O)[O-])c1	?	6%	-27%	0%	5%	2%	4%	-13%	4	-2%
CSC1=C(C#N)C(c2ccccc2Cl)C2=C(N1)c1ccccc1C2=O (stereo not drawn)	6%	30%	-11%	18%	-4%	6%	-1%	7%	2	-13%
C=CCC(C)(NCc1ccccc1)c1ccc(C)cc1 (stereo not drawn)	.	-13%	-37%	40µM*	12%	-6%[46.1 µM]	-1%	-3%	6	3%
O=C(OC1CCOC1=O)c1cccc(S(=O)(=O)N2CCc3ccccc3C2)c1 (stereo not drawn)	6%	17%	-21%	0%	12%	2%	3%	2%	-6	-3%
O=C(COC(=O)COc1ccc(Cl)cc1Cl)NC1CC1	.	.	1%	7%	.	-1%	-7%	.	.	5%
CCc1nc(N)c(C#N)c(-c2ccccc2OC)c1C	0%	-17%	9%	4%	7%	-4%	-2%	2%	-6	1%
CC1(NC(=S)Nc2ccccc2)CCS(=O)(=O)C1 (stereo not drawn)	.	.	4%	2%	7%	2%	2%	-1%	-2	2%
c1ccc(-c2c(-c3ccccc3)n(Cc3ccco3)c3ncnc(NCCCn4ccnc4)c23)cc1	-9%	?	-51%[inhibitor]	2%	52%[activator]	-26%	-3%	-13%	2	-13%
CC(=O)c1c(-c2ccccc2)[nH]c2ccccc12	-1%	-30%	-15%	7%	4%	.	-2%	-9%	2	-4%
